Assay outcomes from PubChem.
CBFb RUNX1 block: CBF-beta/RUNX1 interaction disruption; AlphaScreen CBFb-His/RUNX1-biotin binding, biochemical; Potency, µM (series often up to 59.8 µM), without a hit: top-dose activity, negative = inhibition, actives largely listed as inhibitors; 230,000 tested, under 10 active; also: % of control where 0% means no effect
Target sequence (Q01196 whole entry, looked up): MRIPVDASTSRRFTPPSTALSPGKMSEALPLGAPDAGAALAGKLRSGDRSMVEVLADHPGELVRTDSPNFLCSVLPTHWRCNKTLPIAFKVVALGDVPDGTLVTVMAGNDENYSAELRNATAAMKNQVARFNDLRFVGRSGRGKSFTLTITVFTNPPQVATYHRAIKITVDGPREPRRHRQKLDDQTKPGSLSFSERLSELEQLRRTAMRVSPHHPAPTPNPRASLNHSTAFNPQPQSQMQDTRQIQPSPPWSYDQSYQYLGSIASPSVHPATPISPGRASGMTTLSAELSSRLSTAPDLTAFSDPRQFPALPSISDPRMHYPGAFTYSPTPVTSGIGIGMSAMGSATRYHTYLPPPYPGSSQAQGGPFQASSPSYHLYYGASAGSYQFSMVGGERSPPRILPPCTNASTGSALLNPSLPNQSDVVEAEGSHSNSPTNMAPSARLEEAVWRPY
Target sequence (Q13951 whole entry, looked up): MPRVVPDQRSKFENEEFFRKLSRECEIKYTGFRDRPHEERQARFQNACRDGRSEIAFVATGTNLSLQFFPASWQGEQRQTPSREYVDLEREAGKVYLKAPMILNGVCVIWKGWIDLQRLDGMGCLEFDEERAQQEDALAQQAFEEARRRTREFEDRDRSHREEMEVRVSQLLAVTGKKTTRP
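Inhibition was taken as any reduction in AlphaScreen signal from the CBF-beta–RUNX1 pair (His and biotin tags, 30 nM each), measured after compound (15 min) and bead (90 min) incubations at room temperature.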
HTT ATP protect: protects HTT-Q103 PC12 cells, measured by ATP; PC12 HTT-Q103 induced, cytoprotection, ATP luminescence, 40 h; Potency, µM (titrated, usually from 56.4 µM), inactives show cytoprotection (ATP increase), actives largely listed as activators; AID 1471; 230,000 compounds, 0.14% hits;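 also: potency is read from the fitted curve at half-maximal effect; % of control where 0% means no effect; nearly all actives have a fitted effect of over 45% in size; toxic huntingtin expression switched on by the ecdysone agonist tebufenozide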
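Compounds added alongside 100 nM tebufenozide, which induces toxic Q103 huntingtin exon 1-GFP in stable PC12 cells; surviving cells quantified by luminescent ATP measurement. Medium: phenol red-free DMEM, 5% equine and 5% calf serum.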
GAA glycogen mod: GAA glycogen-cleavage inhibition or activation. recombinant GAA, glycogen substrate, Amplex Red glucose oxidase fluorescence. Potency, µM (series often up to 76.4 µM), for the others: top-dose activity change, negative = inhibition, hits mostly inhibitors. AID 2100. 300,000 compounds, 0.38% hits;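 also: potency is read from the fitted curve at half-maximal effect; 0% = full enzyme reaction and -100% = no-enzyme basal signal; the screen sought inhibitors and activators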
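qHTS, 1536-well; enzyme 4 nM final; cpd up to 77 uM; substrate bovine liver glycogen 30 ug; 50 mM citrate/phosphate pH 5.0, 0.01% Tween-20; 37 C, 40 min; Amplex Red detection 45 min RT; Hill fit → AC50.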
HttQ103 aggreg: inhibitors of mutant huntingtin aggregate formation in PC12 cells. PC12 HttQ103-GFP aggregates, Acumen cytometry, 40 h. Potency, µM (doses to about 46.1 µM), for the others: at the highest dose activity change, negative = inhibition, actives largely listed as inhibitors. 220,000 compounds, 1.1% hits; also: potency is read from the fitted curve at half-maximal effect; % is scaled to controls: 0 for no effect and ±100 for the full control effect; nearly all actives have a fitted effect of over 60% in size
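Read-out: GFP aggregate count by laser scanning cytometer (488 nm excitation, 500-530 nm emission, 1–25 µm objects >6 SD above background). Cells: PC12, inducible HTTex1-Q103-GFP, 100 nM tebufenozide; compounds titrated.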
LMNA splice mod: LMNA splicing modulation | HeLa LMNA splicing GFP/RFP minigene ratio, 48 h | 200,000 compounds, 0.01% hits | AID 1487 | Potency, µM (titrated, usually from 46.1 µM), without a hit: at the highest dose ratio change, negative = inhibition, actives largely listed as inhibitors; active = well fitted inhibition curve with a large enough effect in the signal ratio, with a control signal flat, not every such curve was filed as active; inconclusive = small, poorly fitted or top-dose-only effect, or effect the other way, or a change in a side signal; the % refers to the signal ratio; also: potency is read from the fitted curve at half-maximal effect; % is scaled to controls: 0 for no effect and ±100 for the full control effect
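Read-out is the ratio of GFP to DsRed2 object intensity, acquired by 488 nm laser-scanning cytometry on HeLa lamin A-EGFP minigene reporter cells. Compound incubation 48 hrs at 37 °C in Opti-MEM with 2% FBS; DMSO 0.5% final.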
GAA spleen mod: lysosomal alpha-glucosidase (human) modulation; Potency, µM (highest dose often 79.9 µM), for inactives: at the top dose activity change, negative = inhibition, most hits filed as inhibitors; 240,000 compounds, 0.006% hits; P10253; AID 2112; human spleen homogenate, 4-MU-alpha-glucoside fluorescence;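 also: potency is read from the fitted curve at half-maximal effect; 0% = enzyme with vehicle and -100% = no enzyme basal signal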
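Compounds were titrated against alpha-glucosidase in spleen homogenate at pH 5.0, with 1 mM 4-methylumbelliferyl substrate for 40 min at 37 C. Reactions were quenched with pH 10 NaOH/glycine and fluorescence measured.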
GAA inh: inhibitors of human lysosomal alpha-glucosidase; P10253; purified human GAA, 4-MU-alpha-glucoside fluorescence; Potency, µM (top dose mostly 76.9 µM), for inactives: top-dose activity change, negative = inhibition, most hits filed as inhibitors; 200,000 compounds, 0.005% hits; AID 1466;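 also: potency is read from the fitted curve at half-maximal effect; plate controls were uninhibited enzyme wells for no effect and no-enzyme background for full effect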
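Fluorescence at Ex 365/Em 440 nm from 4-methylumbelliferone reported enzyme activity after 20 min at room temperature. Reactions used 4 nM enzyme and 400 uM substrate at pH 5.0; curves fitted with the Hill equation.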
Numbers without * were called inactive; ? = inconclusive; . = no result given; [ ] = dose if it differs, or a comment. Unless noted, calls follow the shape of the dose curve; as a rule, active = well fitted curve in the direction sought with a large enough effect; inconclusive = small, poorly fitted or top-dose-only effect, or another doubt; inactive = no such curve, though single readings can be large; an effect the other way counts as inactive or inconclusive. Rows were taken by chance. About 1.5% of those tested had a hit in this group.

SMILES	CBFb RUNX1 block	HTT ATP protect	GAA glycogen mod	HttQ103 aggreg	LMNA splice mod	GAA spleen mod	GAA inh
CCOC(=O)C1=C(C)NC(C)=C(C(=O)OCC)C1C(=O)OCC(=O)N(C)C1CCS(=O)(=O)C1 (stereo not drawn)	-13%	-12%	-6%	3%	?	-5%	1%
COc1ccc(CCNC(=O)C(=O)Nc2nccs2)cc1OC	8%	3%[10 µM]	5%	-9%	-8%	-7%	2%
CCOC(=O)c1noc(C)c1C(=O)Nc1nccs1	-4%	-21%	3%	7%	.	6%	-3%
CC(C)(C)c1cc(C(C)(C)C)cc(S(=O)(=O)CCc2ccccn2)c1	-3%	-3%	1%	6%	?	-13%	-9%
CC(=O)c1sc2nc(-c3cccs3)ccc2c1N	-15%	2%	11%	-2%[9.22 µM]	0%	-1%	13%
O=C(CNc1cccc([N+](=O)[O-])c1)N/N=C/c1ccc(F)cc1	6%	-19%	6%	-10%	.	.	2%
COc1cc2nc(C3CCC3)n(NC(=O)C3CCC3)c(=O)c2cc1OC	-5%	6%	13%	7%	-8%	-5%	-10%
Cc1sc2c(c1C)c(=O)nc1scc(CC(=O)O)n12	4%	1%	1%	18%[9.22 µM]	3%	8%	-3%
COc1ccc(NC(=O)CSc2nc3cccnc3n2C)cc1	0%	-6%[10 µM]	14%	7%[9.22 µM]	-8%[46 µM]	-3%	-4%
CC(C)n1c(O)c(N=NC(=O)CNC(=O)CCc2ccccc2)c2ccccc21	6%	28%[10 µM]	5%	20%[9.22 µM]	.	-7%	.
Cc1cccc(-n2ncc3c(NC4CCCCC4)ncnc32)c1	0%	-38%[10 µM]	1%	?	?	-6%	-8%
OC(CNCc1ccccc1)(c1ccc(F)cc1)c1ccc(F)cc1	12%	-20%[10 µM]	2%	-10%	-10%	8%	0%
N#Cc1c(C(F)(F)F)cc(-c2cccs2)nc1N1CCCCC1	9%	?	-1%	-10%[9.22 µM]	.	3%	3%[15.4 µM]
N#CC1=C2N=C(N)c3c(sc4c3CCCCC4)N2C2=C(C(=O)CCC2)C1c1ccccc1 (stereo not drawn)	?	-45%[inhibitor]	-29%	-18%	29%	-10%	?
COC(=O)Cn1nc(-c2ccccc2)c2ccccc21	11%	-22%[0.074 µM]	-1%	?	?	-4%	-8%[15.4 µM]
Cn1c(SCC(=O)N2CCCc3ccccc32)nnc1-c1cccs1	-1%	-9%	1%	-5%	-2%	1%	12%
CN(C)c1ccc(/C=N/NC(=O)c2ccc(CN3C(=O)c4cccc5cccc3c45)cc2)cc1	-4%	1%[1.9 µM]	8%	7%	-6%	-2%	-2%
FC(F)(F)c1ccc(Nc2nnnc3ccccc23)cc1	-19%	-53%	7%	-16%	.	.	-17%
COc1cccc(/C(=N/O)C2CC2c2ccc(Cl)cc2)c1 (stereo not drawn)	9%	-24%[10 µM]	-5%	2%	-6%[9.22 µM]	-5%	4%
Cc1ccc(/C(N)=N/OC(=O)Oc2ccccc2)cc1	1%	5%[10 µM]	25%	18%	10%	2%	0%
CC/C(Cc1ccccc1)=N\NC(=O)c1cc([N+](=O)[O-])cc([N+](=O)[O-])c1	-2%	17%[10 µM]	?	-2%[9.22 µM]	?	2%	7%
CC1(C)CC(=NO)CC(C)(C)N1	7%	-19%	-3%	-5%	-2%	1%	-7%
CCC(C)NS(=O)(=O)c1ccc(F)c(C(=O)Nc2c(F)cc(F)cc2Br)c1 (stereo not drawn)	-4%	21%	0%	-2%	.	-15%	-12%
O=C(/C=C/c1ccco1)NC(=S)NNC(=O)c1ccco1	-2%	-16%[10 µM]	-11%	?	?	-2%	-7%
O=C(CC1(O)C(=O)Nc2ccccc21)c1cccc(Br)c1 (stereo not drawn)	-6%	.	2%	13%	7%	-15%	-3%

Three entries out of the list, ordered by number of heavy atoms, low to high:
SMILES	CBFb RUNX1 block	HTT ATP protect	GAA glycogen mod	HttQ103 aggreg	LMNA splice mod	GAA spleen mod	GAA inh
FC(F)(F)c1ccc(Nc2nnnc3ccccc23)cc1	-19%	-53%	7%	-16%	.	.	-17%
N#Cc1c(C(F)(F)F)cc(-c2cccs2)nc1N1CCCCC1	9%	?	-1%	-10%[9.22 µM]	.	3%	3%[15.4 µM]
CN(C)c1ccc(/C=N/NC(=O)c2ccc(CN3C(=O)c4cccc5cccc3c45)cc2)cc1	-4%	1%[1.9 µM]	8%	7%	-6%	-2%	-2%

Remaining list, next part
SMILES	CBFb RUNX1 block	HTT ATP protect	GAA glycogen mod	HttQ103 aggreg	LMNA splice mod	GAA spleen mod	GAA inh
CN(C)c1nc(SCCOC(=O)c2ccccc2)nc(N(C)C)n1	?	17%[10 µM]	-7%	-18%	13%	-2%	-1%
COc1cc2c(cc1OC)-c1n[nH]c(=S)n1C(C)(C)C2	-2%	-40%[inhibitor]	-10%	1%	-7%[46 µM]	-2%	3%
Cc1nn(-c2ccccc2)c2c1C(c1ccncc1)C(C#N)=C(N)O2 (stereo not drawn)	-6%	12%[10 µM]	?	29%	-5%	4%	-2%
CC(=O)N1CCN(c2ccc(NCc3cccs3)cc2)CC1	-5%	-23%	40µM*	-12%	-13%	0%	-9%
CCn1cc(C(=O)OCC(=O)Nc2cccc(Cl)c2Cl)c(=O)c2ccc(C)nc21	0%	-23%	12%	6%	1%[46 µM]	-3%	0%
Cc1ccc(-c2cn3cccc(C)c3n2)cc1	-2%	-17%[10 µM]	-6%	-10%[9.22 µM]	.	0%	?
CS(=O)(=O)Nc1ccccc1C(=O)NCCSCc1ccccc1	12%	18%[10 µM]	-4%	12%[9.22 µM]	17%[46 µM]	9%	-7%
CCCC(c1nnnn1CCOC)N1CCN(C(=O)c2ccco2)CC1 (stereo not drawn)	0%	-13%[10 µM]	3%	7%	2%	-6%	0%
CCN1C(=O)C2C(C1=O)N1C(c3cccs3)C3C(=O)N(CC)C(=O)C3N1C2c1cccs1 (stereo not drawn)	-4%	-2%	1%	28µM*	17%	3%	-9%
C=CCNC(=O)c1cnc2n(c1=O)CCS2	-1%	16%[10 µM]	-1%	-7%	-13%	-3%	4%
Cn1nnc(C(O)CN2CCOCC2)n1 (stereo not drawn)	12%	-8%[10 µM]	2%	-10%	?	-2%	-7%
Cc1ccc(NC(=O)Cc2noc3ccccc23)c(C)c1	7%	.	10%	3%	0%	1%	0%
CC(C)OP(=O)(OC(C)C)/C(C=O)=N\Nc1ccc([N+](=O)[O-])cc1	-8%	14%[10 µM]	-6%	10%[9.22 µM]	.	-17%	.
COc1cccc(C(=O)COc2ccc3ccc(=O)oc3c2)c1	2%	-7%	-8%	?	25%[46 µM]	2%	10%
O=C(O)CCc1nnc(SCC(=O)Nc2ccc(Br)cc2)[nH]c1=O	-3%	.	-10%	?	.	3%	-1%
COc1cc2c(cc1OC)[C@@H]1Cc3cc4c(cc3[C@H](C2)N1C)OCO4	11%[2.36 µM]	.	5%	19%	-6%	5%	3%
COC(=O)c1c(NC(=O)CCCC(=O)O)sc2c1CCCCC2	-15%	10%[10 µM]	-11%	2%	-7%[46 µM]	-7%	6%
CC1(C)C(=O)OC(c2cccs2)C(C)(C)C1=O (stereo not drawn)	2%	3%	11%	0%	-3%	-3%	1%
Cc1nnc(SCC(=O)N2CC(=O)Nc3ccccc32)n1C	-2%	-14%[10 µM]	20%	1%	13%	0%	-3%
Cc1ccc(/C=N/NC(=O)C[n+]2ccccc2)s1	14%	11%[10 µM]	0%	15%[9.22 µM]	.	3%	-6%
CCOc1cc(C2C3=C(CCCC3=O)N(CCC(=O)O)C3=C2C(=O)CCC3)ccc1OS(=O)(=O)c1ccc(C)cc1	-1%	8%[10 µM]	-7%	10%	?	?	?
Nc1nc2c(s1)C(=O)CCC2	14%	-16%[10 µM]	3%	-3%	18%	3%	0%
CCOC(=O)C1=C(C)N(CCCC(=O)O)C(=O)NC1c1ccccc1OS(=O)(=O)c1ccc(C)cc1 (stereo not drawn)	6%[2.36 µM]	.	1%	-2%	9%	-7%	-2%
CS(=O)(=O)NCc1nnc(SCC(=O)NC2CCCCC2)n1-c1ccc(F)cc1	10%	-3%	-11%	-4%	-2%	-8%	-3%
CCSc1nnc(NC(=O)CC)s1	1%	4%	-9%	3%	0%	0%	-2%
More compounds:
SMILES	CBFb RUNX1 block	HTT ATP protect	GAA glycogen mod	HttQ103 aggreg	LMNA splice mod	GAA spleen mod	GAA inh
O=C(NCCCN1CCCCCC1)c1ccc(N2CCCC2=O)cc1	?	37%[10 µM]	3%	19%	-15%	3%	-2%
O=C(C1CCCCC1)N(Cc1ccccc1)c1ccccn1	4%	23%	2%	-7%	?	9%	-7%
Cc1nc2ccccc2c(=O)n1/N=C/c1ccccc1O	13%	-3%[10 µM]	-17%	0%[9.22 µM]	.	3%	.
COC(=O)c1[nH]c2cc(OC)ccc2c1NC(=O)c1nonc1C	4%	18%	3%	5%	-9%	-8%	1%
OC[C@@H]1CCCN1Cc1nc(-c2cccs2)no1	-11%	2%[10 µM]	-5%	4%[9.22 µM]	?	-6%	-11%
CCOC(=O)c1c(C)cc(C)[nH]c1=O	-10%	-4%[10 µM]	12%	11%[9.22 µM]	.	-3%	1%

Among those listed so far, these contain two or more sulfur atoms.
SMILES	CBFb RUNX1 block	HTT ATP protect	GAA glycogen mod	HttQ103 aggreg	LMNA splice mod	GAA spleen mod	GAA inh
CC(=O)c1sc2nc(-c3cccs3)ccc2c1N	-15%	2%	11%	-2%[9.22 µM]	0%	-1%	13%
Cc1sc2c(c1C)c(=O)nc1scc(CC(=O)O)n12	4%	1%	1%	18%[9.22 µM]	3%	8%	-3%
Cn1c(SCC(=O)N2CCCc3ccccc32)nnc1-c1cccs1	-1%	-9%	1%	-5%	-2%	1%	12%
CS(=O)(=O)Nc1ccccc1C(=O)NCCSCc1ccccc1	12%	18%[10 µM]	-4%	12%[9.22 µM]	17%[46 µM]	9%	-7%
CCN1C(=O)C2C(C1=O)N1C(c3cccs3)C3C(=O)N(CC)C(=O)C3N1C2c1cccs1 (stereo not drawn)	-4%	-2%	1%	28µM*	17%	3%	-9%
CS(=O)(=O)NCc1nnc(SCC(=O)NC2CCCCC2)n1-c1ccc(F)cc1	10%	-3%	-11%	-4%	-2%	-8%	-3%
CCSc1nnc(NC(=O)CC)s1	1%	4%	-9%	3%	0%	0%	-2%
